High-throughput results from PubChem BioAssay.
VP16 counter – VP16 counterscreen qHTS for inhibitors of ROR gamma transcriptional activity; Potency, µM (top dose mostly 53.6 µM), without a hit: at the highest dose activity, negative = inhibition, usual class: inhibitors; 310,000 compounds, 3.5% hits; Drosophila S2 Gal4-VP16 UAS-luciferase, luminescence, 20 h;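 also: Gal4-VP16 expression switched on by copper sulfate through the metallothionein promoter; potency is read from the fitted curve at half-maximal effect; % is scaled to controls: 0 for no effect and ±100 for the full control effect; nearly all actives have a fitted effect of over 50% in size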
FLuc modulator – qHTS profiling assay for firefly luciferase inhibitor/activator using purifed enzyme and Km concentrations of substrates (counterscreen for miR-21 project); Luciferin 4-monooxygenase (Photinus pyralis), P08659; purified FLuc, Km substrates, luminescence inhibition; Potency, µM (series often up to 57.5 µM), without a hit: at the top dose activity change, negative = inhibition, usual class: inhibitors; 360,000 compounds, 6.9% hits; AID 588342, 2011;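 also: potency is read from the fitted curve at half-maximal effect; plate controls were vehicle for no effect and reference inhibitor for full effect; nearly all actives have a fitted effect of over 55% in size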
Target sequence (P08659 whole entry, looked up): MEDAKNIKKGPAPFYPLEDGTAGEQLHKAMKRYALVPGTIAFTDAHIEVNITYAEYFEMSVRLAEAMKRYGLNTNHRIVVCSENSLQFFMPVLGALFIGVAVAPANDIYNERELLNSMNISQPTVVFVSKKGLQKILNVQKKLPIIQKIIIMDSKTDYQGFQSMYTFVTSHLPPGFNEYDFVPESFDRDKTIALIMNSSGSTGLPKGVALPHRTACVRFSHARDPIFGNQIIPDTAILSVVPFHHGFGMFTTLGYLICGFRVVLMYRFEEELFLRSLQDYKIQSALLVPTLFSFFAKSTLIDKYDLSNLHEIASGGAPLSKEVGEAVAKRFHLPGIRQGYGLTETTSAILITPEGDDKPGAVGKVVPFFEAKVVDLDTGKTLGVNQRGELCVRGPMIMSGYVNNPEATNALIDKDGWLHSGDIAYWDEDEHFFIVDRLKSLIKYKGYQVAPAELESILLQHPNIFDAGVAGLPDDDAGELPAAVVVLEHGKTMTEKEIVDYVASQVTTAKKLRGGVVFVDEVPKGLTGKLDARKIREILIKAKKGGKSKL
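Purified P. pyralis luciferase, 10 nM final, with Km-level 10 uM D-luciferin and 10 uM ATP in 50 mM Tris acetate pH 7.5, 10 mM Mg acetate, 0.01% Tween-20, 0.05% BSA; 6-point qHTS titration about 60 µM downward; luminescence read.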
NPC1 promoter act – qHTS Assay for NPC1 Promoter Activators | AID 485313, 2010 | Potency, µM (top dose mostly 9.22 µM), without a hit: at the top dose activation, hits mostly activators | Huh7 NPC1 promoter luciferase reporter, 24 h | 320,000 compounds, 2.4% hits;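 also: potency is read from the fitted curve at half-maximal effect; % of control where 0% means no effect; nearly all actives have a fitted effect of over 60% in size; reporter is driven by a mutant NPC1 promoter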
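Huh7 reporter cells (NPC1 promoter driving luciferase) are dosed with compound for 24 h at 37 °C, 5% CO2; luciferase detection reagent is then added and luminescence measured after 10 min at ambient temperature.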
Rab9 prom act – qHTS Assay for Rab9 Promoter Activators | Huh7 Rab9 promoter-luciferase reporter, luminescence, 24 h | 320,000 compounds, 2.8% hits | AID 485297, 2010 | Potency, µM (top dose mostly 9.22 µM), inactives show top-dose activation, negative = inhibition, actives largely listed as activators; also: potency is read from the fitted curve at half-maximal effect; % of control where 0% means no effect; nearly all actives have a fitted effect of over 60% in size
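Luciferase signal after 10 min detection reagent at ambient indicates Rab9 promoter upregulation; stably transfected Huh7 cells were treated 24 h with compound in DMSO at 37 °C, 5% CO2.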
uPA generation – qHTS for Inhibitors of Cell Surface uPA Generation | cell surface uPA generation assay, qHTS | Potency, µM (series often up to 38.3 µM), for inactives: at the top dose activity change, negative = inhibition, usual class: inhibitors | 330,000 compounds, 0.31% hits | AID 540303, 2011; active = well fitted inhibition curve with a large enough effect; inconclusive = small, poorly fitted or top-dose-only effect; inactive = no such curve, though single readings can be large or run the other way; tested in mouse RAW 264.7 cells; also: potency is read from the fitted curve at half-maximal effect; % is scaled to controls: 0 for no effect and ±100 for the full control effect; nearly all actives have a fitted effect of over 55% in size
RORgamma inh – qHTS for inhibitors of ROR gamma transcriptional activity; Nuclear receptor ROR-gamma (Mus musculus), P51450; Drosophila S2 Gal4-RORgamma UAS-luciferase reporter, 20 h; Potency, µM (series often up to 53.6 µM), for the others: top-dose activity change, negative = inhibition, usual class: inhibitors; 310,000 compounds, 5.4% hits; AID 2551, 2010; also: potency is read from the fitted curve at half-maximal effect; % is scaled to controls: 0 for no effect and ±100 for the full control effect; nearly all actives have a fitted effect of over 60% in size
Target sequence (P51450 whole entry, looked up, the tested form may be a part): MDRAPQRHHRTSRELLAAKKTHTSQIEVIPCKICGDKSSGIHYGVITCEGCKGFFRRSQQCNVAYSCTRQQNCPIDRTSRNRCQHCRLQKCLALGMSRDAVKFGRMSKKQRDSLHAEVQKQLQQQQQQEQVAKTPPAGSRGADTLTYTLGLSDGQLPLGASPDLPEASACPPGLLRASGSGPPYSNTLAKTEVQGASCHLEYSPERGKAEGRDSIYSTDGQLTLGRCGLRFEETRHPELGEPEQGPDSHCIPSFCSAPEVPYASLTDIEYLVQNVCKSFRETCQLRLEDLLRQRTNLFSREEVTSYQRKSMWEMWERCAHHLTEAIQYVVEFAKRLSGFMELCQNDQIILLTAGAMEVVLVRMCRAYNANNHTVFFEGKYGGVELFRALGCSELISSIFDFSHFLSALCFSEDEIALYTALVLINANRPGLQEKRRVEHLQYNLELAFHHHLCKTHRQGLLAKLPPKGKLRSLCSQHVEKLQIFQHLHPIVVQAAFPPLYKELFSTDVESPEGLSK
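Luminescence from a UAS-regulated Photinus luciferase reporter in stably transfected Drosophila Schneider cells is measured; decreased signal marks ROR gamma inhibition. Fusion expression is induced by 700 uM copper sulfate for 20 hr.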
Giardia kill – Small Molecules that selectively kill Giardia lamblia: qHTS | 340,000 compounds, 0.15% hits | AID 540267, 2011 | Giardia lamblia trophozoite viability | activity change, % at 7.66 µM, hits read low; in the data active = activity change below about -80%; inconclusive = between about -30% and that limit;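 also: parasites exposed to compound for two days anaerobically before the ATP read; % is scaled to controls: 0 for no effect and ±100 for the full control effect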
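Killing of trophozoites was scored by loss of ATP luminescence after a 48 hrs anaerobic exposure to compounds at 37 deg C, using 100 cells per well.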
Tb PFK inh – qHTS Assay to Find Inhibitors of T. brucei phosphofructokinase; ATP-dependent 6-phosphofructokinase (Trypanosoma brucei brucei), O15648; T. brucei PFK, ADP-Glo luminescence; Potency, µM (top dose mostly 57.5 µM), for inactives: at the top dose activity, negative = inhibition, hits mostly inhibitors; 330,000 compounds, 0.17% hits; AID 485367, 2010;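 also: potency is read from the fitted curve at half-maximal effect; 0% = uninhibited 1x PFK enzyme wells and -100% = no-enzyme wells; nearly all actives have a fitted effect of over 60% in size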
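PFK 1.25 nM, F6P 0.5 mM, ATP 0.1 mM, 0.1 M TEA pH 8.0, 5 mM MgCl2, 0.01% Tween20, 0.1% BSA; 45 min RT. ADP-Glo readout. qHTS titration up to 57 uM; curves fitted, compounds curve-classed.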
KCNH2 3.1 inh – qHTS for Inhibitors of KCHN2 3.1: Mutant qHTS; activity change, % (tested at about 1.8 µM); 340,000 compounds, 0.95% hits; U2OS KCNH2 3.1, thallium flux FluxOr; active compounds read low; AID 720553, 2013; Potassium voltage-gated channel subfamily H member 2, brain isoform KCNH2 3.1 (human);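 active = maximum activity change below -70%; inconclusive = maximum activity change from -70% to -50%; inactive = maximum activity change above -50%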;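 also: thallium influx rate constant from kinetic fluorescence after stimulation buffer; % is scaled to controls: 0 for no effect and ±100 for the full control effect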
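Normalized rate constant (relative to positive and negative DMSO controls) derived from a 2 min kinetic fluorescence read after stimulation; U2OS cells expressing the 3.1 isoform via virus at 1.77 x 10^8 /mL.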
ELG1 genotox – qHTS screen for small molecules that induce genotoxicity in human embryonic kidney (HEK293T) cells expressing luciferase-tagged ELG1. HEK293T ELG1-luciferase reporter, luminescence, 16 h. Potency, µM (top dose mostly 46 µM), without a hit: at the highest dose activity change, positive = activation, actives largely listed as activators. 330,000 compounds, 1.3% hits. AID 504466, 2011; also: potency is read from the fitted curve at half-maximal effect; % of control where 0% means no effect; nearly all actives have a fitted effect of over 60% in size
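Genotoxic stress is detected as increased luminescence from luciferase-tagged ELG1 in HEK293T cells, measured with ONE-Glo after a 16 hr treatment at 37 °C.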
Coupling enz – qHTS Assay for Inhibitors of Fructose-1,6-bisphosphate Aldolase from Giardia Lamblia: Coupling assay counterscreen; 290,000 compounds, 0.67% hits; activity change, negative = inhibition, % at 58.2 µM, hits read low; AID 2472, 2010; coupling enzyme system counterscreen, AmpLite Red fluorescence; in the data active = activity change below about -30%; also: % is scaled to controls: 0 for no effect and ±100 for the full control effect
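Compounds tested against the coupling enzymes alone at 57.5 uM final; readout was AmpLite Red fluorescence (525/598 nm) after 20 min at RT.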
Starred values were filed as active, the others as inactive; ? = inconclusive; . = not tested or not shown; [ ] = dose if it differs, or a comment. Unless noted, calls follow the shape of the dose curve; as a rule, active = well fitted curve in the direction sought with a large enough effect; inconclusive = small, poorly fitted or top-dose-only effect, or another doubt; inactive = no such curve, though single readings can be large; an effect the other way counts as inactive or inconclusive.

| structure | VP16 counter | FLuc modulator | NPC1 promoter act | Rab9 prom act | uPA generation | RORgamma inh | Giardia kill | Tb PFK inh | KCNH2 3.1 inh | ELG1 genotox | Coupling enz |
| --- | --- | --- | --- | --- | --- | --- | --- | --- | --- | --- | --- |
| O=C(Nc1nc2ccccc2s1)C1CC(=O)N(c2ccccc2)C1 (stereo not given) | 1% | -5% | 10% | -1% | 5% | 23% | -2 | 14% | -5 | -6% | 6 |
| CC(C)[C@H]1C=C(C(=O)O)O[C@@H](OCCCCO)C1 | -6% | 0% | -4% | -2% | -2% | ? | 0 | 1% | 5 | 3% | -3 |
| c1ccc(CCNCC2COc3ccccc3O2)cc1 (stereo not given) | 21% | -20% | 4% | 12% | 17% | 15% | 16 | 0% | -4 | 7% | 0 |
| Cc1cc(C)cc(NC(=O)COC(=O)COc2ccc(N(C)S(=O)(=O)c3cccs3)cc2)c1 | . | . | . | . | -2% | . | 13 | 0% | -6 | 1% | . |
| COc1ccc2c(c1)OC[C@H]1[C@H]2N2C(=O)CN(CCc3c[nH]c4ccccc34)C(=O)[C@@]2(C)[C@H]1c1ccccc1 | . | 7% | 1% | -5% | 5% | . | -6 | -2% | -5 | -2% | . |
| COC(=O)c1cccc(NC(=O)NC2CCCN2S(=O)(=O)c2ccc(Cl)cc2)c1 (stereo not given) | -27% | 0% | 0% | -1% | -2% | 11% | -1 | 28% | 6 | -16% | -11 |
| Cc1c(Cl)cccc1NC(=O)CCS(=O)(=O)c1cccc2nonc12 | -1% | 0% | 0% | -3% | -1% | -26% | -2 | 7% | -30 | 5% | 1 |
| COc1ccc(NC(=O)Cn2cnc3c(nnn3-c3ccc(C)cc3)c2=O)cc1 | -12% | 0% | -3% | -2% | . | 4% | . | -3% | . | 16% | 1 |
| Cc1oc(-c2cccc(Cl)c2)nc1CN(C)C1CCOC1 (stereo not given) | -3% | -3% | -6% | -1% | 2% | ? | 17 | -2% | 8 | -1% | 7 |
| C#Cc1ccc([C@@H]2C=C(C(=O)N3CCN(Cc4ccccc4)CC3)O[C@H](OCCCCO)C2)cc1 | 2% | 0% | -29% | -40%[inhibitor] | . | ? | . | 0% | . | -13% | 0 |
| Cc1cc(OCC(=O)OCC(=O)N(C)Cc2ccccc2C)ccc1Cl | . | -4% | -3% | 1% | 10% | . | 7 | -5% | 8 | -2% | . |
| COc1ccccc1-n1ccnc1SCC(=O)NC(C)(C)C | 4% | 0% | -1% | -3% | 0% | -20% | 1 | 0% | 31 | 0% | -1 |
| Cc1ccc(C)c(NC(=O)CSc2nnc(C)c(=O)n2N)c1 | 5% | 3% | 0% | -3% | 4% | -5% | -3 | 0% | 4 | -3% | 1 |
| CCOC(=O)C1(CC2CCCCO2)CCN(S(=O)(=O)c2ccsc2)CC1 (stereo not given) | 4% | 2% | -3% | -1% | -2% | -18% | 19 | 0% | 0 | -5% | 2 |
| C=CCN1C(=O)c2ccc(C(=O)N(C)CC(=O)Nc3ccc(Br)cc3C)cc2C1=O | . | 1% | -3% | -9% | -5% | . | -29 | 9% | 3 | 5% | . |
| Cc1ccc(S(=O)(=O)Nc2nc3ccccc3nc2N2CCc3ccccc3C2)cc1 | 17% | -14% | -9% | 1% | -6% | ? | 9 | 1% | -26 | -9% | 5 |
| O=C(O)c1cc2ncc(-c3[nH]ncc3[N+](=O)[O-])cn2n1 | 0% | 2% | -4% | 2% | -2% | -6% | -1 | ? | -2 | 1% | 0 |
| c1ccc(-c2cncnc2)cc1 | . | -17% | -4% | 0% | 12% | . | 11 | 14% | 4 | 1% | . |
| O=[N+]([O-])c1cccc(S(=O)(=O)NCCc2cn3ccccc3n2)c1 | -2% | 4% | -3% | 11% | 5% | -3% | -12 | 2% | -9 | 0% | -4 |
| c1coc(CN2CN=C(Nc3nc4ccccc4s3)NC2)c1 | -4% | 3% | 23% | 23% | 2% | 11% | 16 | -5% | 2 | ? | 0 |
| CCN(CC)CCn1c(NCc2ccco2)nc2ccccc21 | 2% | 0% | -4% | -5% | . | -30% | 19 | 3% | -7 | -2% | 1 |
| Cc1ccc(CNC(=O)C(Cc2ccccc2)NS(=O)(=O)c2ccc(Br)s2)cc1 (stereo not given) | 4% | 1% | -4% | -6% | -6% | ? | 10 | -5% | -1 | -7% | 0 |
| O=C(CN1CCN(c2cccc(Cl)c2)CC1)NC1CCCc2ccccc21 (stereo not given) | -4% | 3% | 0% | -11% | 0% | 30% | 7 | 4% | 1 | -5% | 2 |
| COCCN(C(=O)COC(=O)c1cccc2ccccc12)c1c(N)n(Cc2ccccc2)c(=O)[nH]c1=O | . | -5% | -1% | 2% | 15% | . | -21 | 0% | 13 | 0% | 1 |
| Cn1cc(CC(=O)NCCCN2CCOCC2)c2ccccc21 | -2% | 1% | 1% | 5% | -13% | 8% | -17 | -2% | -5 | 1% | 0 |
| C#CCNC(=O)C1=C[C@@H](c2coc3ccccc3c2=O)C[C@@H](OCc2ccc(CO)cc2)O1 | -10% | -3% | -1% | -3% | 2% | 23% | 7 | -4% | . | -7% | 5 |
| N#Cc1nc(COc2ccccc2F)oc1NCCCn1ccnc1 | 0% | -3% | 3% | 0% | -1% | 31% | 3 | 1% | -12 | 2% | 4 |
| CCOC(=O)c1cccc(NC(=O)Cn2cc3c(n2)CCC(C)C3)c1 (stereo not given) | 6% | -2% | 3% | -1% | 13% | 34% | -10 | 0% | 5 | -1% | 6 |
| CC(=O)N1CCc2ccc(S(=O)(=O)N3CCN(C)CC3)cc21 | 1% | 1% | 0% | 2% | 6% | -11% | 5 | -1% | 0 | 0% | 3 |
| CCOC(=O)C1=C(C)N=C2SC=C(C)N2C1c1ccc(OC)cc1 (stereo not given) | 20% | 4% | -11% | -8% | -14% | -19% | 1 | 0% | 11 | -4% | 2 |
| COc1ccc(NC(=O)C2CCCN(S(=O)(=O)c3cccc4nonc34)C2)cc1 (stereo not given) | 7% | 0% | 0% | -1% | -13% | 6% | 1 | -1% | 2 | 5% | 2 |
| COCCNC(=O)C(=O)NCC1OCCN1S(=O)(=O)c1ccc(C)cc1 (stereo not given) | -5% | 2% | -10% | -4% | 3% | ? | 18 | 0% | 2 | 7% | . |
| CC(C)(C)c1ccc(NC(=O)CNC2CCCc3ccccc32)cc1 (stereo not given) | -29% | -8% | 2% | 11% | 1% | ? | 28 | 1% | -3 | -6% | -5 |
| CCC(CC)c1nnc(NC(=O)CC(C)c2ccccc2)s1 (stereo not given) | -1% | 1% | 1% | 2% | -1% | -19% | -15 | 0% | -72* | -3% | 1 |
| CC(=O)c1ccc(NC(=O)CCCN2C(=O)/C(=C/C(C)=C/c3ccccc3)SC2=S)cc1 | ? | -4% | -3% | 5% | -5% | 11µM* | 2 | -1% | -10 | 0% | -1 |
| Cc1cccc(N=Nc2ccc(O)c3ncccc23)c1 | 0.035µM* | 11µM* | 13% | -3% | -8% | 0.11µM* | 45[activator] | -4% | 0 | 12µM* | -7 |
| CS(=O)(=O)N1CCN(C(=O)c2ccc(Cl)s2)CC1 | -2% | -1% | -3% | -8% | -2% | -1% | -7 | -7% | -5 | 0% | 1 |
| Cc1cc2cc(C)c3nnc(SCC(=O)N4CCCc5ccccc54)n3c2cc1C | 8% | 4% | -2% | -3% | . | -11% | . | -4% | . | 0% | 0 |

By substructure, the compounds so far containing a tert-butyl group
| structure | VP16 counter | FLuc modulator | NPC1 promoter act | Rab9 prom act | uPA generation | RORgamma inh | Giardia kill | Tb PFK inh | KCNH2 3.1 inh | ELG1 genotox | Coupling enz |
| --- | --- | --- | --- | --- | --- | --- | --- | --- | --- | --- | --- |
| COc1ccccc1-n1ccnc1SCC(=O)NC(C)(C)C | 4% | 0% | -1% | -3% | 0% | -20% | 1 | 0% | 31 | 0% | -1 |
| CC(C)(C)c1ccc(NC(=O)CNC2CCCc3ccccc32)cc1 (stereo not given) | -29% | -8% | 2% | 11% | 1% | ? | 28 | 1% | -3 | -6% | -5 |
